Ba/F3 V617F tox: lowers viability of Ba/F3 cells expressing EpoR and JAK2V617F. ATP luminescence. inhibition, % at 5.6 µM. hit rate 1.1% among 220,000. AID 1446;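 active = inhibition above the campaign mean plus 3 SD over all tested compounds, cut at about 24% in these data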;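 note: cytokine-independent growth of Ba/F3 cells driven by EpoR plus mutant JAK2; 0% = DMSO-treated cells and 100% = JAK inhibitor I control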
EP2 mod: modulates human prostaglandin E2 receptor EP2 signaling. P43116. EP2-expressing cells, cAMP HTRF FRET, PGE2 co-stimulation. induction, % at 25 µM. hit rate 0.83% among 260,000. AID 940;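 active = compounds whose cAMP rise, as percent of the full-agonist control response, exceeds 60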;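 note: rat C6 glioma line stably carrying human EP2 under a CMV promoter; the protocol text gives 20 µM as final concentration; 100% = response of wells given 1 µM PGE2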
BaF3 parental: reduces parental Ba/F3 cell viability, JAK2V617F counter-screen; inhibition, % at 5.6 µM; AID 1486; CellTiter-Glo ATP luminescence; hit rate 1.1% among 220,000;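 active = inhibition above a per-campaign cutoff, the mean inhibition of all tested compounds plus 3 SD, cut at about 27% in these data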;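 note: 0% = DMSO wells and 100% = JAK Inhibitor I control wells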
PERK inhibitor: blocks human PERK kinase; CHO PERK-DD fusion, SEAP luminescence translation reporter; inhibition, % at 5.6 µM; hit rate 0.17% among 220,000; Q9NZJ5;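 active = inhibition above the mean inhibition of all tested compounds plus 3 SD, set separately per screening campaign, cut at about 2.9% in these data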;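 note: PERK kinase domain activated by AP20187 dimerizer at 100 nM; 0% = DMSO with dimerizer and 100% = rapamycin at 8.4 µM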
S1P4 antagonist: antagonists of human S1P4 receptor | O95977 | inhibition, % at 4.98 µM | AID 1510 | hit rate 0.26% among 220,000 | S1P4-expressing cells, antagonist mode, reporter read-out; in the data active = inhibition above about 29%;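 note: 0% = wells stimulated with agonist and 100% = vehicle wells without agonist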
Target sequence (O95977 whole entry, looked up): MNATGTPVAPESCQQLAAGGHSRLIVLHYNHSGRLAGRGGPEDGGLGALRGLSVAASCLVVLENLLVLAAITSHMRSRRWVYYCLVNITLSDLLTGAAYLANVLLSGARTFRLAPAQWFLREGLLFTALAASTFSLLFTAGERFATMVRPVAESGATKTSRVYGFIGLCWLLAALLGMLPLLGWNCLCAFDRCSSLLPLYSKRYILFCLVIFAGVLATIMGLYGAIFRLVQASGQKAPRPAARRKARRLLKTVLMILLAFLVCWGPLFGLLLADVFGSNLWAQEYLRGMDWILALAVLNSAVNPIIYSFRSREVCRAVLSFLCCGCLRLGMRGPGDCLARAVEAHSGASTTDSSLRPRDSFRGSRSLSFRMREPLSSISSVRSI
zfTRPN1 agonist: zebrafish TRPN1 (NompC) channel agonism. hit rate 0.18% among 220,000. activation, % at 3 µM. HEK293 zebrafish TRPN1-YFP, Fluo-8 calcium fluorescence; 100% = response to 87 µM carbachol;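 active = activation above its plate's cutoff, the mean activation of test wells on that plate plus 3 SD, cut at about 19% in these data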;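 note: 0% = DMSO alone and 100% = 87 µM carbachol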
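Material: zebrafish TRPN1-YFP in HEK293 cells. Doses: one dose of 3 µM, 0.3% DMSO. Incubation: dye 1 h 37 °C plus 30 min RT. Measured by: intracellular calcium fluorescence with Fluo-8.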
S1P4 agonist: agonists of human S1P4 receptor | AID 1509 | S1P4-expressing cell line, agonist reporter assay | activation, % at 4.98 µM | hit rate 0.35% among 220,000; in the data active = activation above about 11%;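 note: 0% = DMSO vehicle and 100% = reference agonist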
m-calpain inh: calpain II (pig) inhibition; hit rate 0.37% among 220,000; purified calpain II, fluorogenic peptide substrate, 30 min; inhibition, % at 16 µM; AID 1236;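 active = inhibition above about 50%, limit read from the data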
TRPML3 ag: activates the human TRPML3 channel; hit rate 0.29% among 220,000; AID 1448; HEK293 TRPML3-YFP, Fluo-8 calcium fluorescence; 100% = the carbachol control signal; Q8TDD5; activation, % at 3 µM;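 active = activation above its plate's cutoff, the mean activation of the plate's test wells plus 3 SD, cut at about 12% in these data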;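 note: 0% = DMSO only wells and 100% = carbachol wells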
Target sequence (Q8TDD5 whole entry, looked up): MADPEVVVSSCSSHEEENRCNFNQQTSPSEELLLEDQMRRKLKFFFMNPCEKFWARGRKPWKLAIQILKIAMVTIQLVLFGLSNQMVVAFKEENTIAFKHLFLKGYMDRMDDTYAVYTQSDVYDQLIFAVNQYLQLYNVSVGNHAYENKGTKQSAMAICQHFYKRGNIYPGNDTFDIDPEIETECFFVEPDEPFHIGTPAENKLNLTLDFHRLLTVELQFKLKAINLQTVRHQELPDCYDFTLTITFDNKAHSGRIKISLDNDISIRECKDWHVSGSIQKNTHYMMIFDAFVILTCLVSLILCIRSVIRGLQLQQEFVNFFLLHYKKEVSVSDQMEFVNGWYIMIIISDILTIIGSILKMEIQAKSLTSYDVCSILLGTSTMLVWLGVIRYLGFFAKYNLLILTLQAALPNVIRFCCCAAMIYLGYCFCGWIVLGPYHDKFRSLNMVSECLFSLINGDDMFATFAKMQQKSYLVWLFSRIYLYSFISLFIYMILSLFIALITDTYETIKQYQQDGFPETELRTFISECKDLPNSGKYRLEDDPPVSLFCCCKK
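Material: HEK293 cells stably carrying human TRPML3-YFP; compound dosing: single dose, 3 µM final nominal compound, 0.3% DMSO final; incubation: 1-h 37 °C dye load, 5-s basal, 120-s post-compound reads; technique: Fluo-8 intracellular calcium fluorescence, excitation 470-495 nm, emission 515-575 nm; read-out basis: percent activation from peak-to-basal fluorescence ratio, scaled between DMSO and carbachol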
* hit, by the source's call; . = no result given; & = joins results of further samples.

Start of the data: the first 2 records (preview)
item	canonical_smiles	Ba/F3 V617F tox	EP2 mod	BaF3 parental	PERK inhibitor	S1P4 antagonist	zfTRPN1 agonist	S1P4 agonist	m-calpain inh	TRPML3 ag
1	COc1cccc(CNC(=O)N[C@@H](CC(C)C)C(=O)O)c1	0	18	1	-0.4	-14	-0.5	-0.8	5	0.8
2	Cc1noc(/C=C/N(C)C)c1S(=O)(=O)N1CCCC(C(=O)Nc2ccc3c(c2)OCO3)C1 (configuration not stated)	-2	10	14	0.9	5	0.7	1.5	30	1.2

Main list, repeating the preview:
item	canonical_smiles	Ba/F3 V617F tox	EP2 mod	BaF3 parental	PERK inhibitor	S1P4 antagonist	zfTRPN1 agonist	S1P4 agonist	m-calpain inh	TRPML3 ag
1	COc1cccc(CNC(=O)N[C@@H](CC(C)C)C(=O)O)c1	0	18	1	-0.4	-14	-0.5	-0.8	5	0.8
2	Cc1noc(/C=C/N(C)C)c1S(=O)(=O)N1CCCC(C(=O)Nc2ccc3c(c2)OCO3)C1 (configuration not stated)	-2	10	14	0.9	5	0.7	1.5	30	1.2
3	CCc1cccc(CC)c1NC(=O)COC(=O)C1(C)CC1(Cl)Cl (configuration not stated)	1	19	8	-0.2	3	-2.7	2.2	0	0.0
4	COc1cccc(OCCn2cc(/C=N/NC(=O)c3ccncc3)c3ccccc32)c1	5	20	3	-1.1	-8	2.3	0.8	-3	0.4
5	Cc1ccc(C2C3=C(CCCC3=O)Nc3[nH]c(=S)[nH]c(=O)c32)cc1 (configuration not stated)	4	26	4	-1.1	-17	-0.1	0.8	3	-0.7
6	CC1(C)C(=O)C2(CCCCC2)C(=O)OC1c1cccn1-c1ccc([N+](=O)[O-])cc1 (configuration not stated)	-2	3	0	1.6	-13	0.7	2.5	5	0.1
7	O=C(CN1CCOCC1)Nc1c2c(nc3ccccc13)N(Cc1ccccc1)CC2	0	-27	2	-0.9	9	-1.1	0.6	-196	0.9
8	Cc1ccc(C)c(Cn2c(C)nc3c(sc(=S)n3-c3ccccc3)c2=O)c1	0	34	-1	-0.3	6	0.8	-1.8	10	0.2
9	COc1cc([N+](=O)[O-])ccc1NC(=O)C[n+]1cccc(C(C)=O)c1	-1	27	1	-0.2	-6	1.0	1.1	-14	-0.5
10	Cc1ccc2oc(-c3cc(NC(=O)c4ncn[nH]4)ccc3O)nc2c1	7	-25	8	-0.2	16	1.1	0.5	-53	0.4
11	CSc1sc2ccccc2[n+]1CCCS(=O)(=O)[O-]	-2	11	3	0.9	6	-0.5	1.4	-14	-0.2
12	COc1ccc(NC(=O)COC(=O)Cc2c[nH]c3ccccc23)cc1OC	4	-9	9	0.7	-16	1.8	4.3	5	2.0
13	CCOc1cc(/C=N/NC(=O)c2cccnc2)ccc1OCC(=O)N1CCOCC1	-2	-3	1	0.8	-19	-2.1	2.8	0	0.4
14	CCN(CC)S(=O)(=O)c1cccc(C(=O)Nc2cc(C)cc(C)c2)c1	-3	-23	4	1.1	-5	-2.0	-1.7	4	-1.3
15	COc1ccc(-c2nnc(SC(C)C(=O)NNC(=O)c3ccc(C)cc3)o2)cc1 (configuration not stated)	-2	18	-2	-0.4	-15	-2.5	-0.8	16	-0.2
16	O=C(COC(=O)Cc1cccc(C(F)(F)F)c1)Nc1ccccc1	-3	13	6	1.5	-10	0.2	-0.2	-8	-0.6
17	CCCc1nn(C)c2c(=O)[nH]c(-c3ccccc3OCC)nc12	1	28	3	0.4	-15	-1.5	1.4	-6	0.3
18	O=C(Nc1ccccc1)OCc1cnc(Cl)s1	3	10	6	-0.1	-2	-0.4	-0.6	1	-0.8
19	COc1ccccc1OCC(=O)NCCC1=CCCCC1	-2	6	4	0.2	-12	-1.3	0.9	14	0.1
20	CCOc1ccc(N2CC(C(=O)NCCN3C(=O)S/C(=C\c4ccc(OC)c(OC)c4)C3=O)CC2=O)cc1 (configuration not stated)	2	-4	5	-0.1	-13	1.4	0.6	-8	0.2
21	CCc1c(-c2ccccc2)nc2nc(C)c(C)nn12	-1	-3	4	0.0	1	0.6	-1.0	-466	0.3
22	Cc1ccc(NC(=O)C(C)N2C(=O)C3C4CC(C(Br)C4Br)C3C2=O)cc1 (configuration not stated)	-1	-22	1	-0.2	-4	7.2	-0.1	-41	3.4
23	O=C(O)c1cccc2cccnc12	-4	-2	2	0.6	21	1.0	2.3	1	1.0
24	CCOC(=O)c1c(C)c(C(=O)NCc2ccccn2)c(C)n1C	2	1	2	-1.2	-15	0.6	2.1	-4	-0.9
25	Cc1ccc(S(=O)(=O)N2CCCCC2C(=O)O)s1 (configuration not stated)	-1	24	2	1.2	2	-0.3	2.0	-7	0.9
26	O=c1oc2ccccc2cc1-c1nc(-c2ccccc2)no1	-2	12	2	0.4	-27	-0.2	2.1	-87	1.0
27	Nc1c(C(=O)OCC2CCCO2)c2nc3ccccc3nc2n1-c1ccc2c(c1)OCCO2 (configuration not stated)	96*	-44	2	-2.1	10	1.5	-1.3	-111	-0.4
28	Cc1cc(=O)[nH]c(-c2cccnc2)n1	2	17	6	1.6	-12	0.2	-0.6	-3	0.8
29	Cc1cc(C)cc(NC(=S)NC2CC3CCCC(C2)N3C2CCCC2)c1 (configuration not stated)	3	-94	11	-0.5	7	1.2	-1.1	0	0.2
30	N#Cc1c2c(c(N3CCN(c4ccccn4)CC3)n3c1nc1ccccc13)CCC2	1	.	4	0.0	-22	-0.2	1.5	.	1.1
31	O=C(c1cccn2c(=O)c3cc(Cl)ccc3nc12)N1CCN(Cc2ccc3c(c2)OCO3)CC1	0	-40	8	-0.9	-6	1.6	1.0	-458	0.8
32	NC(=O)[C@@H]1CCCNc2c(F)cc([N+](=O)[O-])cc2C(=O)N[C@@H](CO)C(=O)N[C@@H](Cc2ccc(O)cc2)C(=O)N1	-1	37	4	0.7	-10	-0.5	2.6	-24	0.4
33	CCN(CC(=O)Nc1sc2c(c1C#N)CCCC2)CC(=O)NC1CCS(=O)(=O)C1 (configuration not stated)	-1	-46	1	0.6	-12	0.8	1.6	-8	0.8
34	CCOC(=O)C(CC)n1nc(C)n2c(cc3occc32)c1=O (configuration not stated)	-1	20	3	-0.2	-8	-0.7	0.2	19	-0.3
35	CN1C(=S)N2CCCN2C1c1ccccc1 (configuration not stated)	-3	15	-11	1.4	-7	2.1	-1.5	-5	1.4
36	Cc1ccc(/C=C2/NC(=O)N(Cc3ccc(Br)cc3)C2=O)o1	-1	14	6	0.8	0	2.2	0.6	-7	1.5
37	O=C(CSc1nc2cccnc2n1Cc1ccccc1)NC1CCCCC1	-6	35&30	1	-0.6	0	-2.0	-2.0	22	-0.3
38	N#Cc1c(N2CCCC2)ccc(Br)c1Cl	0	11	39*	1.3	-1	-0.5	-2.5	20	-0.6
39	CCCCC(=O)NC1(C(F)(F)F)C(=O)N(CC(C)C)C2=C1C(=O)CC(C)(C)C2 (configuration not stated)	5	3	0	-1.0	-6	0.7	2.3	10	-0.8
40	CC(=O)C1=C(NC(=O)c2ccc(C(F)(F)F)cc2)C[C@@H]2[C@H]1C2(C)C	0	5	-8	0.8	-8	0.9	-0.3	10	0.6
41	COc1ccc(C(CNC(=O)C2CC(=O)N(Cc3ccc(C)cc3)C2)N(C)C)cc1 (configuration not stated)	-3	-3	-1	-0.1	7	-0.9	-0.5	-35	0.6
42	c1ccc(CCNc2ncnc3c2cnn3-c2ccccc2)cc1	0	-49	2	0.1	-30	0.9	-0.3	7	0.1
43	Cc1cc2[nH]ncc2cc1NC(=S)NC(=O)c1ccccc1	-1	-2	1	1.1	2	1.6	0.6	16	-0.1
44	CCOC(=O)c1[nH]c(C)c(/C(O)=C2\C(=O)C(=O)N(CCCN(CC)CC)C2c2cccnc2)c1C (configuration not stated)	-4	.	2	1.8	-17	0.8	-1.1	.	0.9
45	COc1ccc(OC)c(C2C(C#N)=C(N)Oc3c2c(C)nn3-c2cccc(Cl)c2)c1 (configuration not stated)	-4	-26	4	-0.5	-17	1.6	0.8	17	0.7
46	O=C(O)c1ccc2c(c1)N(Cc1ccccc1)C(=O)c1ccccc1S2=O (configuration not stated)	2	1	6	0.2	5	-1.4	-1.6	-30	0.6
47	CCn1c(SCC(=O)NC(C)(C)C)nnc1-c1ccoc1C	-6	-26&24	1	-0.1	-9	-0.5	2.1	14	1.2
48	COc1ccc(-c2cccc(C(=O)Nc3ccc(OC)c(OC)c3)c2)cc1	-3	-29	-1	0.2	11	1.7	-4.2	-64	0.3
49	CCOC(=O)c1[nH]c(COC(=O)C2CC(=O)N(Cc3ccccc3)C2)c(C(=O)OCC)c1C (configuration not stated)	0	-1	2	-0.1	-13	-1.9	1.0	-38	-0.8
50	CCOc1cccc(/C=C2\NC(=S)N(c3ccccc3)C2=O)c1O	0	-60	3	0.5	-14	14	0.5	11	7.1

The list continues.
item	canonical_smiles	Ba/F3 V617F tox	EP2 mod	BaF3 parental	PERK inhibitor	S1P4 antagonist	zfTRPN1 agonist	S1P4 agonist	m-calpain inh	TRPML3 ag
51	O=C(COC(=O)CCc1nc2ccccc2s1)NCc1ccco1	1	16	3	0.8	7	-3.3	0.0	-108	-0.7
52	CC(C)C(c1nnnn1C1CCCCC1)N1CCc2ccccc21 (configuration not stated)	-5	13	0	1.7	-6	-2.5	3.5	4	-0.3
53	OCC1(Cc2ccc(Cl)cc2)CCN(Cc2ccc(F)c(F)c2)CC1	2	-33	1	-1.0	-9	5.4	0.7	20	2.9
54	O=C(CCN1C(=O)c2cccc3cccc(c23)C1=O)NCc1ccco1	0	-10	6	0.2	-8	0.1	0.9	-38	0.6
55	O=C(NCC1CCCO1)c1onc(CSc2cccc3ccccc23)c1C(=O)O (configuration not stated)	-2	-7	-1	0.6	7	-0.5	0.1	-28	0.1
56	Cc1cccc(NC(=O)CSc2nnnn2-c2cccnc2)c1	-3	3	1	0.9	-10	0.2	-0.1	-25	0.1
57	COc1ccc(CC(=O)NCCC(C)C)cc1S(=O)(=O)N1CCOCC1	-1	31	-6	1.5	-11	-0.9	0.8	-24	-0.9
58	CCOC(=O)c1cc2sccc2n1CC(=O)OC	-2	38	3	0.5	12	-1.6	0.7	-14	0.3
59	Cc1ccc(S(=O)(=O)c2c(C)nn(C(C)(C)C)c2OC(=O)C2CCCC2)cc1	-1	24	6	-0.3	-13	2.3	0.8	25	32*
60	Cc1nc(SCC(=O)NCc2ccc(F)cc2)c2c(=O)n(C)c(=O)n(C)c2n1	-3	-3	0	0.0	-5	1.1	1.5	-35	0.2
61	COC(=O)C1SCC2C(=O)N(Cc3cccc(C)c3)CC(=O)N21 (configuration not stated)	3	5	8	0.2	-18	-0.9	0.9	0	0.1
62	O=C(N/N=C/c1cc([N+](=O)[O-])ccc1O)Nc1ccccc1	-4	-27	6	0.9	5	0.5	-0.1	3	1.0
63	Cc1ccc(-c2csc(NC(=O)CSc3nc(C)cs3)n2)cc1	2	16	1	-0.5	-16	-0.4	1.8	15	-0.9
64	COc1ccc(C2C(C(=O)N3CCN(c4ccccc4F)CC3)c3ccccc3C(=O)N2C)cc1 (configuration not stated)	6	-26	11	-1.6	-2	0.0	-0.4	5	-0.3
65	N#CCCN(Cc1cccs1)C(=O)c1ccc(Cl)cc1	-2	-2	0	0.1	2	-0.7	0.5	-8	0.2
66	N#CC(c1ccccc1F)(c1ncc(C(F)(F)F)cc1Cl)N1CCOCC1 (configuration not stated)	-1	8	8	1.0	-2	0.0	1.3	9	0.8
67	O=C(CN1CCN(c2ccc(F)cc2)CC1)NC(=O)NCc1ccco1	1	-13	4	0.1	3	1.5	1.2	-130	1.1

Assay outcomes from PubChem.
